Screens deposited in PubChem BioAssay by National Center for Advancing Translational Sciences (NCATS).
RORg inh: qHTS for inhibitors of ROR gamma transcriptional activity. Drosophila S2 Gal4-RORgamma UAS-luciferase reporter, 20 h. Potency, µM (series often up to 53.6 µM), without a hit: at the highest dose activity change, negative = inhibition, hits mostly inhibitors. 5.4% of 310,000 active; further: potency means the concentration at half of the fitted maximal effect; on the % scale 0 is the no-effect control and ±100 the full control effect; nearly all actives have a fitted effect of over 60% in size
Target sequence (P51450 whole entry, looked up, the tested form may be a part): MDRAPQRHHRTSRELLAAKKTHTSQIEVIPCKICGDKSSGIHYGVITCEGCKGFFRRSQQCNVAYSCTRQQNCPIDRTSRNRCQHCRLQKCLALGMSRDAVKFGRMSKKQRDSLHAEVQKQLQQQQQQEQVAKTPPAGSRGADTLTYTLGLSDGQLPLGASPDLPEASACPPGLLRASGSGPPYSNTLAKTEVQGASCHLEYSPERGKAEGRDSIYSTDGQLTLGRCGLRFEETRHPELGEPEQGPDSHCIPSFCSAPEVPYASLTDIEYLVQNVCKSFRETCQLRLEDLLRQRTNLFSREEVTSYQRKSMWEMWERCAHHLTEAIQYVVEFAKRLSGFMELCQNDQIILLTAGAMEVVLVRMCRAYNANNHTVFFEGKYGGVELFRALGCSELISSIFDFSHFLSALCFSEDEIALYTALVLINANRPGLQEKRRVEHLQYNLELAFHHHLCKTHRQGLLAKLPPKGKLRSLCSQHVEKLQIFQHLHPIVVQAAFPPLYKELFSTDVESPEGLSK
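Luciferase reporter read in Schneider cells carrying Gal4-RORγ (mouse) and UAS-Photinus luciferase; cells given compound 1 h before 700 uM copper sulfate induction, then incubated 20 h at ambient temperature.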
NPC1 prom act: qHTS Assay for NPC1 Promoter Activators | Huh7 NPC1 promoter luciferase reporter, 24 h | Potency, µM (top dose mostly 9.22 µM), inactives show top-dose activation, usual class: activators | 2.4% of 320,000 active | AID 485313, 2010;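 further: potency means the concentration at half of the fitted maximal effect; % of control where 0% means no effect; nearly all actives have a fitted effect of over 60% in size; reporter is driven by a mutant NPC1 promoter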
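Huh7 reporter cells (NPC1 promoter driving luciferase) are dosed with compound for 24 h at 37 °C, 5% CO2; luciferase detection reagent is then added and luminescence measured after 10 min at ambient temperature.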
Tb PFK inh: qHTS Assay to Find Inhibitors of T. brucei phosphofructokinase; T. brucei PFK, ADP-Glo luminescence; Potency, µM (doses to about 57.5 µM), without a hit: at the top dose activity, negative = inhibition, most hits filed as inhibitors; 0.17% of 330,000 active;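 further: potency means the concentration at half of the fitted maximal effect; 0% = uninhibited 1x PFK enzyme wells and -100% = no-enzyme wells; nearly all actives have a fitted effect of over 60% in size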
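1.25 nM PFK with 0.5 mM F6P and 0.1 mM ATP in 0.1 M TEA pH 8.0, 5 mM MgCl2, incubated 45 min at room temperature; ADP measured by ADP-Glo luminescence; compounds titrated up to 57 uM.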
p53 reactivation: qHTS assay for re-activators of p53 using a Luc reporter; H1299 p53-A138V BP100-luciferase reporter, luminescence, 24 h; Potency, µM (titrated, usually from 92.2 µM), for inactives: at the highest dose activity change, positive = activation, usual class: activators; 0.063% of 320,000 active; further: potency means the concentration at half of the fitted maximal effect; % of control where 0% means no effect; nearly all actives have a fitted effect of over 45% in size
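p53-null H1299 cells stably carrying temperature-sensitive p53-A138V and a BP100-luciferase reporter were pinned with compounds (4-point, 1:5 series) and held 24 hrs at 37 deg C. Luminescence was read 10 min after detection reagent.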
TRPV1 agonist: HTS Assay for Compounds that Act as Agonists of the Vanilloid Receptor 1. Transient receptor potential cation channel subfamily V member 1 (Homo sapiens), Q8NER1. TRPV1-expressing cells, Fluo-8 calcium influx, agonist mode. activation, % at 8.33 µM. 0.19% of 320,000 active. AID 540275, 2011; in the data active means activation above about 80%; inconclusive means between about 30% and that limit; further: 0% is about no effect
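TRPV1-expressing cells were cultured overnight at 35.5C and loaded with Fluo-8 calcium dye for 40 to 90 min at room temperature. After a 10 s baseline, compound was added and calcium influx was read kinetically for 3 min (ex 480/em 520 nm).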
ELG1 genotoxic: qHTS screen for small molecules that induce genotoxicity in human embryonic kidney (HEK293T) cells expressing luciferase-tagged ELG1 | 1.3% of 330,000 active | Potency, µM (top dose mostly 46 µM), inactives show at the highest dose activity change, positive = activation, actives largely listed as activators | HEK293T ELG1-luciferase reporter, luminescence, 16 h; further: potency means the concentration at half of the fitted maximal effect; % of control where 0% means no effect; nearly all actives have a fitted effect of over 60% in size
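Luminescence read-out: rising ELG1-luciferase signal, reflecting elevated ELG1 protein under genetic stress, flags genotoxic compounds. Cells were treated for 16 hr at 37 °C before ONE-Glo detection.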
VP16 counter: VP16 counterscreen qHTS for inhibitors of ROR gamma transcriptional activity; Drosophila S2 Gal4-VP16 UAS-luciferase, luminescence, 20 h; 3.5% of 310,000 active; Potency, µM (top dose mostly 53.6 µM), without a hit: at the highest dose activity, negative = inhibition, usual class: inhibitors;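 further: Gal4-VP16 expression switched on by copper sulfate through the metallothionein promoter; potency means the concentration at half of the fitted maximal effect; on the % scale 0 is the no-effect control and ±100 the full control effect; nearly all actives have a fitted effect of over 50% in size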
Rab9 prom act: qHTS Assay for Rab9 Promoter Activators | Potency, µM (top dose mostly 9.22 µM), without a hit: at the highest dose activation, negative = inhibition, usual class: activators | Huh7 Rab9 promoter-luciferase reporter, luminescence, 24 h | 2.8% of 320,000 active; further: potency means the concentration at half of the fitted maximal effect; % of control where 0% means no effect; nearly all actives have a fitted effect of over 60% in size
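Cell-based reporter: Huh7 stable for Rab9 promoter-driven luciferase, plated in reduced-serum medium with 10% FBS at 1500 cells/well, compound-treated 24 h at 37 °C, luminescence read after 10 min reagent.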
BRCA1 expr up: qHTS Assay to Identify Small Molecule Activators of BRCA1 Expression; MCF7-BRCA1-FFLuc reporter, luminescence, 48 h; response scale: scaled: vehicle 0%, 10 µM genistein 100%; Potency, µM (top dose mostly 46.1 µM), for the others: top-dose activation, most hits filed as activators; 1.1% of 380,000 active; AID 624202, 2012; further: potency means the concentration at half of the fitted maximal effect; nearly all actives have a fitted effect of over 80% in size; some results filed as inactive show a strong effect at the top dose
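MCF7 cells carrying a BRCA1-firefly luciferase reporter (2000 cells/well, phenol-red free MEM) were attached for 2 h at 37 °C, then given compounds for 48 h. Luminescence was read 15 min after luciferase reagent; activity normalized to genistein (10 microM) and DMSO.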
ELG1 DNA repair: qHTS screen for small molecules that inhibit ELG1-dependent DNA repair in human embryonic kidney (HEK293T) cells expressing luciferase-tagged ELG1; HEK293T ELG1-luciferase reporter, luminescence, 16 h; DNA damage induced by 5-fluorouridine; Potency, µM (series often up to 46.1 µM), inactives show at the top dose activity change, negative = inhibition, hits mostly inhibitors; 2.3% of 330,000 active; further: potency means the concentration at half of the fitted maximal effect; on the % scale 0 is the no-effect control and ±100 the full control effect; nearly all actives have a fitted effect of over 55% in size
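Cells (2,000 per well) received 5-fluorouridine plus test compound or DMSO and were incubated 16 hr at 37 °C, 5% CO2. Luciferase activity was read by luminescence 30 min after ONE-Glo addition; signal suppression marked inhibition of damage-induced ELG1 function.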
FLuc modulator: qHTS profiling assay for firefly luciferase inhibitor/activator using purifed enzyme and Km concentrations of substrates (counterscreen for miR-21 project). Luciferin 4-monooxygenase (Photinus pyralis), P08659. purified FLuc, Km substrates, luminescence inhibition. Potency, µM (highest dose often 57.5 µM), for inactives: at the top dose activity change, negative = inhibition, most hits filed as inhibitors. 6.9% of 360,000 active;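 further: potency means the concentration at half of the fitted maximal effect; plate controls were vehicle for no effect and reference inhibitor for full effect; nearly all actives have a fitted effect of over 55% in size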
Target sequence (P08659 whole entry, looked up): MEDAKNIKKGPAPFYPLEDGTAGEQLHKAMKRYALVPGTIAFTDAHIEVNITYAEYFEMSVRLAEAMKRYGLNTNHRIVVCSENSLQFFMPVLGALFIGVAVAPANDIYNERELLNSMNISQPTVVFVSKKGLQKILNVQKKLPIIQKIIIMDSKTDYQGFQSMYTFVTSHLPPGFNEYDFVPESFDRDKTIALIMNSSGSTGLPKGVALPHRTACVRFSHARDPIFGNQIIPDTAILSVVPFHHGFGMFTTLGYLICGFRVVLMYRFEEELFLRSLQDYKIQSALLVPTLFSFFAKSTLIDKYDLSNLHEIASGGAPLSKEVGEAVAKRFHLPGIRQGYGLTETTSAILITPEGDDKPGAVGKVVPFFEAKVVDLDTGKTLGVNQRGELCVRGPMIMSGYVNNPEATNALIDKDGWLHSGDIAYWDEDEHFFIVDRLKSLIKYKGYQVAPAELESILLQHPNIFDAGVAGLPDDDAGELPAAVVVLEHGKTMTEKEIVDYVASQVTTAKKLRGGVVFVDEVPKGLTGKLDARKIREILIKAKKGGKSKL
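Purified P. pyralis luciferase (10nM final) with 10uM D-luciferin and 10uM ATP (Km levels) in 50mM Tris acetate pH 7.5, 10mM Mg acetate, 0.01% Tween-20, 0.05% BSA; qHTS 6-point titration, ~60 µM downward; luminescence read.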
Starred values were filed as active, the others as inactive; [ ] = another dose, or the depositor's remark. Unless noted, the call rests on the fitted dose curve; in most records, active means well fitted curve in the direction sought with a large enough effect; inconclusive means small, poorly fitted or top-dose-only effect, or another doubt; inactive means no such curve, though single readings can be large; an effect the other way counts as inactive or inconclusive.

Sample of the layout (2 entries):
O=C(CN1CCN(Cc2ccccc2)CC1)Nc1ccc([N+](=O)[O-])cc1C(=O)Nc1ccccc1F was read as RORg inh -11%, NPC1 prom act -1%, Tb PFK inh 0%, p53 reactivation 1%, TRPV1 agonist 0, ELG1 genotoxic -9%, VP16 counter inconclusive, Rab9 prom act -8%, BRCA1 expr up -65%, ELG1 DNA repair inconclusive and FLuc modulator -3%.
For CCOCC(=O)Nc1ccc2c(c1)N(S(=O)(=O)c1cccs1)CCC2 the results were NPC1 prom act 0%, Tb PFK inh 1%, p53 reactivation -1%, TRPV1 agonist 8, ELG1 genotoxic 1%, Rab9 prom act -3%, BRCA1 expr up -6%, ELG1 DNA repair -2% and FLuc modulator 3%.

All compounds of this part, from the start:
O=C(CN1CCN(Cc2ccccc2)CC1)Nc1ccc([N+](=O)[O-])cc1C(=O)Nc1ccccc1F was read as RORg inh -11%, NPC1 prom act -1%, Tb PFK inh 0%, p53 reactivation 1%, TRPV1 agonist 0, ELG1 genotoxic -9%, VP16 counter inconclusive, Rab9 prom act -8%, BRCA1 expr up -65%, ELG1 DNA repair inconclusive and FLuc modulator -3%.
For CCOCC(=O)Nc1ccc2c(c1)N(S(=O)(=O)c1cccs1)CCC2 the results were NPC1 prom act 0%, Tb PFK inh 1%, p53 reactivation -1%, TRPV1 agonist 8, ELG1 genotoxic 1%, Rab9 prom act -3%, BRCA1 expr up -6%, ELG1 DNA repair -2% and FLuc modulator 3%.
`CCCOC(=O)CC1C(=O)NCCN1C(=O)OC(C)(C)C` (centres undefined) gave RORg inh -3%, NPC1 prom act 1%, Tb PFK inh -6%, p53 reactivation 5%, TRPV1 agonist 1, ELG1 genotoxic 0%, VP16 counter -5%, Rab9 prom act -10%, BRCA1 expr up -15%, ELG1 DNA repair -2% and FLuc modulator -1%.
Screening COc1ccc(NS(=O)(=O)c2ccc(N3C(=O)CCC3=O)cc2)cc1 returned RORg inh 43%, NPC1 prom act -3%, Tb PFK inh -1%, p53 reactivation 3%, TRPV1 agonist -1, ELG1 genotoxic 2%, VP16 counter 2%, Rab9 prom act -1%, BRCA1 expr up 23%, ELG1 DNA repair -4% and FLuc modulator 1%.
Screening COCCCNc1nc(N)c([N+](=O)[O-])c(Nc2cc(OC)ccc2OC)n1 returned RORg inh -9%, NPC1 prom act -4%, Tb PFK inh 2%, p53 reactivation 2%, TRPV1 agonist 0, ELG1 genotoxic inconclusive, VP16 counter -6%, Rab9 prom act -3%, BRCA1 expr up -22%, ELG1 DNA repair 1.8µM* and FLuc modulator -1%.
`C=CCSc1nc(O)c(C2OC(=O)c3c2ccc(OC)c3OC)c(=O)n1-c1ccccc1` (centres undefined) gave RORg inh 13%, NPC1 prom act -7%, Tb PFK inh -9%, p53 reactivation -2%, TRPV1 agonist 0, ELG1 genotoxic -5%, VP16 counter -9%, Rab9 prom act -3%, BRCA1 expr up -5%, ELG1 DNA repair 6% and FLuc modulator -2%.
For CCOc1ccccc1NC(=O)CSCC(=O)Nc1ccccc1 the results were RORg inh 30%, NPC1 prom act 4%, Tb PFK inh -3%, p53 reactivation -5%, TRPV1 agonist -1, ELG1 genotoxic -8%, VP16 counter 9%, Rab9 prom act 13%, BRCA1 expr up 17%, ELG1 DNA repair 3% and FLuc modulator -1%.
Screening Nc1nc(N2CCN(c3ccc(F)cc3)CC2)n[nH]1 returned RORg inh -13%, NPC1 prom act -3%, Tb PFK inh 2%, p53 reactivation -10%, TRPV1 agonist 0, ELG1 genotoxic 2%, VP16 counter -9%[10 µM], Rab9 prom act -4%, BRCA1 expr up 19%, ELG1 DNA repair 4% and FLuc modulator 0%.
Screening COC(=O)CNC(=O)c1cc(-c2ccncc2)nc2c(C)c(Cl)ccc12 returned RORg inh -1%, NPC1 prom act -3%, Tb PFK inh -2%, p53 reactivation 1%, TRPV1 agonist inconclusive, ELG1 genotoxic 1%, VP16 counter 0%, Rab9 prom act -4%, BRCA1 expr up 8%, ELG1 DNA repair 1% and FLuc modulator -5%.
Screening Cc1ccc(NC(=O)CSc2nnc(-c3ccco3)n2N)cc1F returned RORg inh 18%, NPC1 prom act -5%, Tb PFK inh 0%, p53 reactivation inconclusive, TRPV1 agonist -4, ELG1 genotoxic 0%, VP16 counter 6%, Rab9 prom act -4%, BRCA1 expr up 2%, ELG1 DNA repair 0% and FLuc modulator 1%.
`CCCOc1ccc2[nH]c(C(=O)N/N=C/c3cc(OC)c(OC)c(OC)c3)cc2c1` gave RORg inh inconclusive, NPC1 prom act 11%, Tb PFK inh -4%, p53 reactivation 0%, TRPV1 agonist 0, ELG1 genotoxic -6%, VP16 counter -16%, Rab9 prom act 14%, BRCA1 expr up -2%, ELG1 DNA repair inconclusive and FLuc modulator 13µM*.
Screening C=CCN(C(=O)CSc1nnnn1C)c1nc(-c2ccccc2)cs1 returned NPC1 prom act 24%, Tb PFK inh -5%, p53 reactivation -6%, TRPV1 agonist -1, ELG1 genotoxic 7%, Rab9 prom act inconclusive, BRCA1 expr up inconclusive, ELG1 DNA repair inconclusive and FLuc modulator 5%.
`COC(=O)C1=CN(Cc2ccc(F)cc2)C=C(C(=O)OC)C1c1cc(OC)c(OC)c(OC)c1` gave RORg inh 20%, NPC1 prom act 4%, Tb PFK inh 2%, TRPV1 agonist 22, ELG1 genotoxic -2%, VP16 counter 4%, Rab9 prom act -1%, BRCA1 expr up -38%, ELG1 DNA repair 10% and FLuc modulator 0%.
For O=C(CN1CCCC1)N1CCCc2c1c(=O)oc1ccc(OCc3ccccc3)cc21 the results were RORg inh inconclusive, NPC1 prom act 0%, Tb PFK inh 12%, p53 reactivation -1%, TRPV1 agonist -6, ELG1 genotoxic 1%, VP16 counter inconclusive, Rab9 prom act 1%, BRCA1 expr up -35%, ELG1 DNA repair inconclusive and FLuc modulator 8%.
Screening COc1ccccc1NC(=O)C1CCCN(S(=O)(=O)c2ccc3c(c2)CC(C)N3C(C)=O)C1 (centres undefined) returned RORg inh -2%, NPC1 prom act -18%, Tb PFK inh 4%, p53 reactivation 1%, TRPV1 agonist 1, ELG1 genotoxic 0%, VP16 counter -13%, Rab9 prom act -20%, BRCA1 expr up -35%, ELG1 DNA repair 0% and FLuc modulator -1%.
For O=C(CN1C(=O)COc2ccc(Cl)cc21)Nc1ccccn1 the results were RORg inh -13%, NPC1 prom act -2%, Tb PFK inh -27%, TRPV1 agonist 1, ELG1 genotoxic 0%, VP16 counter 18%, Rab9 prom act -8%, BRCA1 expr up -1%, ELG1 DNA repair 2% and FLuc modulator 0%.
`CCCN1C(=O)/C(=C\C=C2\N(CC)c3ccccc3C2(C)C)SC1=S` gave RORg inh 2%, NPC1 prom act -5%, Tb PFK inh -7%, p53 reactivation 2%, TRPV1 agonist 11, ELG1 genotoxic -2%, VP16 counter -4%, Rab9 prom act 0%, BRCA1 expr up -9%, ELG1 DNA repair -5% and FLuc modulator -16%.
`CCCOc1ccc2c3c(c(=O)oc2c1OCCC)CCC3` gave RORg inh 19%, NPC1 prom act 1%, Tb PFK inh -1%, p53 reactivation -31%[inhibitor], TRPV1 agonist inconclusive, ELG1 genotoxic -3%, VP16 counter -2%, Rab9 prom act 3%, BRCA1 expr up -2%, ELG1 DNA repair -20% and FLuc modulator -18%.
Screening CN(C(=O)C1CCN(S(=O)(=O)c2cccs2)CC1)c1ccccc1 returned RORg inh 23%, NPC1 prom act -2%, Tb PFK inh -5%, p53 reactivation 0%, TRPV1 agonist -2, ELG1 genotoxic -7%, VP16 counter 0%, Rab9 prom act -4%, BRCA1 expr up 27%, ELG1 DNA repair -7% and FLuc modulator 0%.
